USP1-UAF1 inh: Inhibitors of USP1/UAF1: Primary Screen | 0.23% of 390,000 active | AID 743255, 2014 | Potency, µM (top dose mostly 57.1 µM), without a hit: top-dose activity change, negative = inhibition, hits mostly inhibitors | recombinant USP1/UAF1, Ub-Rhodamine cleavage fluorescence; note: potency is the fitted concentration of half-maximal effect; % is set by controls: 0 for no effect and ±100 for the full control effect; nearly all actives have a fitted effect of over 60% in size; inactives centre near -12
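In this screen, compounds sit with the deubiquitinase complex (1nM) for 15 min at room temperature before Ub-Rho is added at 150nM final. Fluorescence rise is then followed for 6 reads every 60 seconds.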
PGK inhibitor: qHTS Assay to Find Inhibitors of Phosphoglycerate Kinase; Potency, µM (titrated, usually from 57.5 µM), without a hit: at the highest dose activity change, negative = inhibition, usual class: inhibitors; Phosphoglycerate kinase, glycosomal (Trypanosoma brucei brucei), P07378; 0.043% of 380,000 active; PGK/GAPDH coupled, Kinase-Glo luminescence, 60 min; note: potency is the fitted concentration of half-maximal effect; % is set by controls: 0 for no effect and ±100 for the full control effect; nearly all actives have a fitted effect of over 60% in size
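Luminescent ATP detection (Kinase-Glo Plus) follows a 60-minute room-temperature incubation, with wells lacking PGK as controls. Buffer: 100 mM TEA (pH 7.6), 5 mM MgCl2, 0.01% Tween-20. Coupling enzyme GAPDH (100 nM final) supplies unstable 1,3-BPG in-well.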
HP1b chromo inh: HTS for Inhibitors of HP1-beta Chromodomain Interactions with Methylated Histone Tails; Chromobox protein homolog 1 (Homo sapiens), P83916; AlphaScreen HP1-beta / biotin-H3K9me3 peptide binding; Potency, µM (titrated, usually from 114 µM), inactives show at the highest dose activity change, negative = inhibition, usual class: inhibitors; 0.56% of 390,000 active; AID 540317, 2011; note: potency is the fitted concentration of half-maximal effect; nearly all actives have a fitted effect of over 70% in size; inactives centre near 23
Target sequence (P83916 whole entry, looked up): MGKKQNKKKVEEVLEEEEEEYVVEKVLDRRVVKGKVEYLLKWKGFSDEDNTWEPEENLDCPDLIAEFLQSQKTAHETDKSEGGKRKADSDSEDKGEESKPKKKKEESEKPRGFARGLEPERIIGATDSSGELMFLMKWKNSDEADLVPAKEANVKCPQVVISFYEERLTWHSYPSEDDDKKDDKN
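AlphaScreen: HP1-beta (50 nM) preformed 30 min with biotin-H3(1-18)K9me3 peptide (50 nM) in PBS pH 7.4, 0.01% Tween-20. Compound added for 30 min at RT, then streptavidin donor/nickel chelate acceptor beads (10 ug/mL) for 30 min.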
Pin1 inh: qHTS Assay to Find Inhibitors of Pin1; Pin1 FP peptide displacement, HiFluor488, 10 min; AID 504891, 2011; 0.009% of 390,000 active; Potency, µM (titrated, usually from 115 µM), for the others: top-dose activity, negative = inhibition, usual class: inhibitors; active = well fitted inhibition curve with a large enough effect in the polarisation, with a control signal flat, not every such curve was filed as active; inconclusive = small, poorly fitted or top-dose-only effect, or effect the other way, or a change in a side signal; inactive = no such curve, though single readings can be large or run the other way; the % refers to the polarisation; note: potency is the fitted concentration of half-maximal effect; % is set by controls: 0 for no effect and ±100 for the full control effect
Target sequence (Q13526 whole entry, looked up): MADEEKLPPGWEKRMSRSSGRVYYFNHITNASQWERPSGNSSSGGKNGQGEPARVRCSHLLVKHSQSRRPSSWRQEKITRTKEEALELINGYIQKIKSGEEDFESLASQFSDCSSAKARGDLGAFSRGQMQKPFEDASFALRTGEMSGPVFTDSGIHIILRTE
GLS inhibitor: qHTS for Inhibitors of Glutaminase (GLS); GLS enzymatic activity, qHTS titration; Potency, µM (doses to about 45.5 µM), without a hit: at the top dose activity change, negative = inhibition, most hits filed as inhibitors; 0.21% of 410,000 active; note: potency is the fitted concentration of half-maximal effect; % is set by controls: 0 for no effect and ±100 for the full control effect
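Human kidney-isoform GLS in 45 mM KH2PO4 pH 8.2, 0.02% Tween-20, with compound, started with 1mM L-Glutamine (added stock). Glutamate oxidase/HRP/Amplex red coupled fluorescence read at start and after 30 min at RT.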
PI4K2A inh: qHTS for small molecular inhibitors of PI4K2A. AID 1346378, 2018. activity change, negative = inhibition, % at 76.9 µM. 0.13% of 420,000 active. purified PI4K2A, ADP-Glo luminescence, 1 h; stronger effect = lower value. Phosphatidylinositol 4-kinase type 2-alpha (Homo sapiens), Q9BTU6; in the data active = activity change below about -50%; inconclusive = mostly about -30% to -49%;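 note: -100% = wells without enzyme as full effect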
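ADP-Glo luminescence measured ADP generated by PI4K2A enzyme (4 ug/mL before mixing) with 1.2 mM PI substrate (pre-mix) and 300 microM ATP (pre-mix). Tris pH7.5 buffer with MgCl2, Triton X-100; 1 h reaction at ambient temperature.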
mIDH1 inhibitor: qHTS for Inhibitors of mutant isocitrate dehydrogenase 1 (IDH1): qHTS | Isocitrate dehydrogenase [NADP] cytoplasmic (Homo sapiens), O75874 | IDH1-R132H enzyme, NADPH consumption, diaphorase/resazurin fluorescence | Potency, µM (titrated, usually from 76.6 µM), without a hit: at the highest dose activity change, negative = inhibition, hits mostly inhibitors | 0.093% of 390,000 active; note: potency is the fitted concentration of half-maximal effect; % is set by controls: 0 for no effect and ±100 for the full control effect; nearly all actives have a fitted effect of over 65% in size
Target sequence (O75874 whole entry R132H, stated change not applied): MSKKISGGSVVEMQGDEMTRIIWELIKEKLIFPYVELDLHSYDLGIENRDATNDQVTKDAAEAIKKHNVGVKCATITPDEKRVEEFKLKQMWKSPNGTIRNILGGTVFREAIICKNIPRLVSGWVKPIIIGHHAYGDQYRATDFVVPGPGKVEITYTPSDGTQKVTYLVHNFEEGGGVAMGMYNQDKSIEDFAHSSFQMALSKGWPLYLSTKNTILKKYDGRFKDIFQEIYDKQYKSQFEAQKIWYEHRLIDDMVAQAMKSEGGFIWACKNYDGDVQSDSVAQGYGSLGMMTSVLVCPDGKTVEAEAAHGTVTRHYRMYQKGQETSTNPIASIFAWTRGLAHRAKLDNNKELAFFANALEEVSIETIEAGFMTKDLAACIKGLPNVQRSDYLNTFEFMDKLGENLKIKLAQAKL
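IDH1-R132H (0.5 ug/mL dispensed) in pH 7.5 Tris buffer was preincubated 30 min with compound, then given a substrate mix of 0.016 mM NADPH and 2 mM alpha-KG for 80 min at room temperature; remaining NADPH was read by diaphorase/resazurin fluorescence.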
TrxR1 inh: qHTS Assay for Inhibitors of Mammalian Selenoprotein Thioredoxin Reductase 1 (TrxR1): qHTS. 1% of 390,000 active. recombinant rTrxR1, NADPH fluorescence consumption, selenite substrate. Potency, µM (top dose mostly 114 µM), inactives show at the top dose activity change, negative = inhibition, actives largely listed as inhibitors. Thioredoxin reductase 1, cytoplasmic (Rattus norvegicus), O89049; note: potency is the fitted concentration of half-maximal effect; % is set by controls: 0 for no effect and ±100 for the full control effect; nearly all actives have a fitted effect of over 65% in size
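Rat TrxR1 (90 nM in the dispensed reagent) was pre-reduced with 400 uM NADPH for 5 min at room temperature, then incubated with compound for 15 min. After 400 uM selenite was added, NADPH fluorescence (Ex 340/Em 450 nm) was followed for 8 min.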
TrxR1 substrate: qHTS Assay for Substrates of Mammalian Selenoprotein Thioredoxin Reductase 1 (TrxR1): qHTS. Thioredoxin reductase 1, cytoplasmic (Rattus norvegicus), O89049. purified TrxR1 substrate turnover, NADPH consumption readout. Potency, µM (titrated, usually from 114 µM), inactives show at the highest dose activity change, negative = substrate turnover. 0.01% of 390,000 active; note: potency is the fitted concentration of half-maximal effect; % is set by controls: 0 for no effect and ±100 for the full control effect; nearly all actives have a fitted effect of over 50% in size
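Rat TrxR1, dispensed at 90 nM, was prereduced with 400 uM NADPH (final) for 5 min at ~22 deg C, then incubated with compound 15 min before 400 uM selenite. A first-read NADPH fluorescence drop versus no-compound background flagged substrates.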
* hit, by the source's call; i = inactive; u = inconclusive; & = joins results of further samples; ! = repeats disagree; [ ] = remark or other dose. Unless noted, calls come from the whole dose curve; as a rule, active = well fitted curve in the direction sought with a large enough effect; inconclusive = small, poorly fitted or top-dose-only effect, or another doubt; inactive = no such curve, though single readings can be large; an effect the other way counts as inactive or inconclusive. Not all compounds are listed; count on the stated rates, not on these rows.

SMILES	USP1-UAF1 inh	PGK inhibitor	HP1b chromo inh	Pin1 inh	GLS inhibitor	PI4K2A inh	mIDH1 inhibitor	TrxR1 inh	TrxR1 substrate
CCC(C(=O)Oc1c(C(C)C)cccc1C(C)C)c1ccccc1 (centres undefined)	u	-12.9%	133.1%[activator]	-2.3%	-0.8%	-0.6	-13.6%	19.5%	0.9%
CN(Cc1cccc(Cl)c1Cl)C(=O)CCNC(=O)c1ccco1	u	-1.2%	25.3%	5.5%	-13.9%	-10.2	1.5%	7.5%	-1.4%
CCCCCCSc1ccc(-c2nc3ccc(C)cn3c2NCc2ccccc2)cc1	-12.3%	-3.5%	14.6%	2.6%	14.1%&23.0%	0.8&4.5	4.9%	-17.1%	41.9%[activator]
COc1ccc(-c2[nH]c3ccccc3c2SCCNC(=O)c2cc3ccccc3oc2=O)cc1	-4.5%	2.4%	4.0%	1.8%	0.0%	-6.8	7.4%	6.0%[57.1 µM]	-1.2%[57.1 µM]
COc1ccccc1NC(=O)N1CCN(c2ncccn2)CC1	-20.4%	-0.9%	27.4%	u	-2.7%	-13.3	1.5%	-3.5%	-2.9%
COc1ccc(C)cc1S(=O)(=O)N1CCCC(C(=O)NCC2CCCO2)C1 (centres undefined)	-9.1%	-10.6%	12.7%	0.6%	18.8%	0.5	1.5%	17.2%	5.9%
CC(=O)c1ccc(S(=O)(=O)Nc2ccc(C(=O)NCC(c3ccccc3)N(C)C)cc2)cc1 (centres undefined)	0.0%	-5.3%	35.1%	10.5%	28.4%	-6.6	-5.0%	-21.0%[57.1 µM]	2.1%[57.1 µM]
Cc1noc(C(C)C)c1C(=O)Nc1ccc(-c2nnc3n2CCCCC3)cc1	-17.7%	-7.5%	21.7%	-1.1%	7.8%	-3.4	8.8%	9.6%	5.7%
COc1ccc(NC(=O)CN2C(=O)CSc3ccc(S(=O)(=O)N(C)C)cc32)cc1Cl	-12.3%	-4.9%	29.8%	21.0%	-18.6%	-4.6	0.0%	20.6%[57.1 µM]	3.7%[57.1 µM]
O=S(=O)(Nc1nnc(C(F)(F)F)s1)c1ccc(Cl)cc1	-9.8%	-5.7%	9.4%	-7.0%	32.3%[activator]	-7.0	-7.4%	-18.6%	-10.8%
COc1cccc(NC(=S)N(Cc2ccco2)C(C)c2ccco2)c1 (centres undefined)	-6.6%	u	-10.0%	-0.3%	21.0%	3.3	2.6%	-16.7%	-14.0%
CC(C)(C)S(=O)(=O)c1c(C(=O)O)cccc1C(=O)O	-21.1%	2.7%	31.1%[activator]	-7.0%	-2.7%	1.8	3.7%	-4.5%[57.1 µM]	7.5%[57.1 µM]
Cc1ccc(NC(=O)COC(=O)c2ccc3c(c2)OCCO3)cc1	-11.7%	-4.1%	42.5%[activator]	-0.7%	-0.1%	-7.3	9.1%	19.4%	5.0%
CCOC(=O)CNC(=O)N1CCCC(N(C)CCc2ccccc2)C1 (centres undefined)	-18.0%	-12.0%	24.5%	-12.6%	8.5%	-1.5	15.6%	16.7%	6.0%
O=C(Cc1ccc([N+](=O)[O-])cc1)OCc1c(F)cccc1Cl	-1.1%	3.8%	42.7%	-0.3%	0.7%	4.2	1.9%	2.7%[57.1 µM]	-1.2%
COc1cccc(NC(=S)NCc2cccnc2)c1	1.2%	-0.9%	23.2%	-4.4%	7.1%	-1.4	-5.3%	u	-1.3%
Cc1ccc(F)c(NC(=O)CCOc2ccccc2C)c1	-21.3%	-11.9%	37.7%	-8.4%	-12.4%	-1.1	6.6%	20.9%	-6.0%
CCOC(=O)CNc1ncc(C(F)(F)F)cc1Cl	-22.7%	4.5%	3.5%	4.1%	7.3%	2.8	4.0%	11.3%[57.1 µM]	4.6%[57.1 µM]
COc1cc(/C=C/C(=O)O)cc(S(=O)(=O)NCCCC(=O)O)c1OC	-14.4%	-8.6%	26.3%	2.4%	4.9%	-6.4	4.8%	-6.2%[57.1 µM]	2.6%[57.1 µM]
COC(=O)c1sccc1NC(=O)CCC1CCCCC1	-21.9%	i	293.0%[activator]	0.5%	-1.1%	-3.0	4.8%	24.7%	10.5%
O=C(NC(Nc1nc2ccc([N+](=O)[O-])cc2s1)(C(F)(F)F)C(F)(F)F)c1ccccc1	-18.1%	-27.6%	12.8%	36.1%[activator]	2.5%	2.2	9.27µM*	-22.4%	-21.9%
COc1ccc(OC)c(C2C(C(N)=O)=C(C)Nc3nc(-c4cccc(Cl)c4)nn32)c1 (centres undefined)	-3.1%&-10.3%	-11.1%&3.0%	9.1%&29.4%	-6.0%	15.9%&-7.6%	3.9&-2.4	-8.9%&21.5%	1.8%[57.1 µM]	-5.2%[57.1 µM]
O=C(c1ccc(CS(=O)(=O)c2ccccc2)o1)N1CCOCC1	-12.8%	1.0%	36.9%	-3.9%	-1.1%	-4.0	7.1%	u	2.3%
CC(=O)Nc1ccc(S(=O)(=O)N2CCN(C(=O)c3ncoc3-c3ccccc3)CC2)cc1	-20.0%	i	25.6%	-8.1%	-8.3%	27.9	3.7%	32.3%[activator][57.1 µM]	-13.9%[57.1 µM]
C=CCc1ccc(OCCn2cccc2C=O)c(OC)c1	-12.1%	-1.7%	32.7%[activator]	-3.5%	-0.9%	-0.7	8.8%	8.4%	5.1%
Cc1cc(=O)oc2cc(OCCCN3C(=O)c4ccccc4C3=O)ccc12	-13.8%	5.8%	39.2%[activator]	2.2%	-2.0%	-0.7	1.1%	15.1%	6.8%
N#Cc1ccc2ccn(CC(=O)NC3CCCCC3)c2c1	-13.9%	9.0%	21.7%	2.6%	-9.5%	5.9	-2.4%	16.7%	14.8%
CSCCCNC(=S)N1CCc2ccccc2C1	-12.2%	8.5%	-1.0%	-18.8%	3.9%	0.4	-1.8%	-3.6%	-4.7%
CCOc1cc(C2Nc3ccccc3-c3nnc(SCc4ccccc4)nc3O2)ccc1OC (centres undefined)	-7.8%	5.1%	1.4%	14.0%	12.5%	-1.3	-20.1%	-4.7%	-8.5%
Oc1c(C(c2ccccc2F)N2CCN(c3ccccc3F)CC2)sc2nc(-c3ccco3)nn12 (centres undefined)	u	i	-6.0%	-3.2%	15.9%	7.0	-10.2%	11.6%[57.1 µM]	-0.3%[57.1 µM]
CCOC(=O)C1(CCOc2ccccc2)CCN(Cc2ccc(CO)o2)CC1	-10.3%	-1.9%	20.2%	-4.2%	0.1%	-1.7	3.9%	17.4%	2.6%
CC1(C)CC(=O)C2=C(C1)Nc1ccccc1S2	u	-4.9%	-23.5%	u	10µM*	-5.8	9.5%	25.2%[57.1 µM]	5.8%[57.1 µM]
COc1ccc(N2CCN(C(=O)c3cc4c(-c5ccccc5F)nn(C)c4s3)CC2)cc1	-19.4%	3.0%	u	8.8%	-7.8%	0.9	19.6%	11.5%	-3.2%
O=C(O)CC1NC(=O)N(C2CCCCC2)C1=O (centres undefined)	1.2%	5.8%	56.8%[activator]	-8.5%	-12.9%	4.7	1.5%	2.9%[57.1 µM]	6.3%[57.1 µM]
O=C(O)c1cc2ccccc2cn1	-5.1%	7.3%	0.0%[57 µM]	-1.9%	5.5%	-25.6	7.2%	3.3%[2.29 µM]	6.3%[57.1 µM]
O=C(c1ccco1)N1CCN(C(=O)c2cnn3c2NC(c2cccs2)CC3C(F)(F)F)CC1 (centres undefined)	3.1%	1.2%	17.3%	-4.3%	24.1%	4.1	-1.8%	-2.9%	0.4%
Cc1cccnc1NC(=O)COc1ccc2oc3c(c2c1)CCCC3	-18.7%	0.9%	-0.6%	u	9.3%	7.7	-0.1%	6.5%	-2.5%[57.1 µM]
CC1(C)C/C(=N\NC(=S)Nc2ccccc2F)c2cc(O)ccc2O1	-23.2%	-2.1%	7.94µM*	1.3%	-5.6%	-3.3	6.9%	23.5%[57.1 µM]	-14.0%[57.1 µM]
CC(C)[C@H](NS(=O)(=O)c1ccccc1F)C(=O)NC1CCCCC1	-16.2%	5.2%	25.4%	1.0%	-0.8%	-3.6	0.9%	11.4%	2.6%
CN(Cc1ccco1)S(=O)(=O)c1nnc(NC(=O)c2ccccc2Cl)s1	-12.3%&-16.6%	-1.8%&-1.3%	29.7%&49.6%	-12.7%&3.5%	14.5%&12.8%	-15.8&-2.8	13.3%&27.2%	25.1µM*!	2.3%&13.5%

High-throughput results from PubChem.
